ZTA DNA inh = ZTA (EBV) inhibition in EBNA-1 counter-screen; inhibition, % at 11 µM; P03206; hit rate 0.15% among 320,000; ZTA-DNA binding, fluorescence polarization; in the data active = inhibition above about 33%
Target sequence (P03206 whole entry, looked up): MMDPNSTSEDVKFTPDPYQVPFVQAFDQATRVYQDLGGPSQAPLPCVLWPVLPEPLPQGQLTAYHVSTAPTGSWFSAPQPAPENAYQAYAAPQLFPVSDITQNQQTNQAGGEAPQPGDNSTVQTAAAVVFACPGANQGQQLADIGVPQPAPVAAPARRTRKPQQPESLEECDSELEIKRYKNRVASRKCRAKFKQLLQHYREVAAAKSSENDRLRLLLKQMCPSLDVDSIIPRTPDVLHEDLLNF
CR mimetic SO = reduction of superoxide in aged yeast, primary screen, HTS; S. cerevisiae aged cells, superoxide DHE fluorescence; hits give low values; superoxide response (% of plate mean), % at 10 µM; hit rate 0.18% among 330,000;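 active = superoxide response under a set limit, about three screen SD below normal, cut at about 65% in these data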;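 also: yeast aged for seven days with compound at 30 °C before DHE staining; 100% = average MFI of all compound-treated wells on the plate with controls excluded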
BCLXL inh = inhibitors of human Bcl-xL, primary screen, biochemical, fluorescence polarization, HTS | AID 2129, 2009 | Bcl-2-like protein 1 (Homo sapiens), Q07817 | inhibition, % at 10.9 µM | hit rate 0.7% among 320,000 | GST-Bcl-xL / FITC-Bim BH3 peptide fluorescence polarization;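 active = inhibition above the mean of all tested compounds plus 3 SD, cutoff set per campaign, cut at about 30% in these data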;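 also: 0% = DMSO wells and 100% = unlabeled Bim-BH3 peptide competitor; inhibitors lower millipolarization by displacing the labeled peptide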
Target sequence (Q07817 whole entry, looked up): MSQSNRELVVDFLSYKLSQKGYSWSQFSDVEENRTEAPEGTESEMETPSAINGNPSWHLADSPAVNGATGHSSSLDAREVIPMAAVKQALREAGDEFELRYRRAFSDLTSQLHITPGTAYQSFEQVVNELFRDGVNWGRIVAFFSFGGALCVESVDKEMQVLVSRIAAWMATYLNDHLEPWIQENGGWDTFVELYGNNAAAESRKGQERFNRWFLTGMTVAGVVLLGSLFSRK
Efflux pump mplx = inhibitors of Candida efflux pumps in yeast, primary screen, S. cerevisiae, Nile Red, multiplex; S. cerevisiae Candida pump triplex; inhibition, % at 10 µM; hit rate 0.44% among 330,000; AID 485275, 2010;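 active = plate passing quality check with inhibition over a set limit, or well fluorescence over plate mean plus 4 SD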;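 also: Nile Red retained in pooled yeast measured as flow cytometry median fluorescence; 0% = buffer negative control and 100% = Enniatin B positive control; higher means more Nile Red kept so more efflux inhibition; some compounds called inactive have numbers as strong as hits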
Fam108B counter = mouse Fam108B serine hydrolase inhibitors, primary screen, counter-screen for RBBP9 inhibitor project, biochemical, fluorescence polarization; recombinant Fam108B, FP-Rh probe fluorescence polarization; inhibition, % at 9.51 µM; hit rate 0.33% among 300,000;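 active = inhibition above the screen mean inhibition plus 3 SD, computed separately per campaign, cut at about 18% in these data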;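 also: inhibitors lower polarization as less probe binds the enzyme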
GLD-1 RNA inh = GLD-1/TGE RNA complex disruptors, primary screen, biochemical, fluorescence polarization; hit rate 0.44% among 320,000; purified GLD-1 + fluorescein TGE RNA; inhibition, % at 5.96 µM;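 active = percent inhibition above a per-plate cutoff, the plate mean of test compounds plus 3 SD, cut at about 30% in these data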;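 also: 0% = DMSO wells with GLD-1 and probe and 100% = wells lacking GLD-1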
MCL1-BIM inh = inhibitors of MCL1 binding to BIM-BH3, primary screen, biochemical, fluorescence polarization. Induced myeloid leukemia cell differentiation protein Mcl-1 (Homo sapiens), Q07820. GST-MCL1 / FITC-Bim-BH3 fluorescence polarization. inhibition, % at 10.9 µM. hit rate 0.68% among 320,000;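 active = inhibition above the mean inhibition of all tested compounds plus 3 SD, set per campaign, cut at about 40% in these data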;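 also: 0% = DMSO wells and 100% = unlabeled Bim-BH3 peptide control; higher means more loss of mP so more displacement of Bim peptide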
MEX-5 binding = MEX-5 zinc finger RNA-binding disruptors – biochemical, C. elegans, fluorescence polarization, MLPCN library, primary screen | Zinc finger protein mex-5 (Caenorhabditis elegans), Q9XUB2 | MEX-5/FITC-TCR2 RNA binding; hits give low values | activity score (negative = inhibition of binding), % at 10 µM | hit rate 0.38% among 300,000 | AID 1832, 2009;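 active = inhibition past about -25% in most replicates, and total fluorescence under double the plate's negative control median, limit read from the data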;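 also: 0% = DMSO and -100% = 5 µM competing unlabeled TCR2 RNA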
Target sequence (Q9XUB2 whole entry, looked up): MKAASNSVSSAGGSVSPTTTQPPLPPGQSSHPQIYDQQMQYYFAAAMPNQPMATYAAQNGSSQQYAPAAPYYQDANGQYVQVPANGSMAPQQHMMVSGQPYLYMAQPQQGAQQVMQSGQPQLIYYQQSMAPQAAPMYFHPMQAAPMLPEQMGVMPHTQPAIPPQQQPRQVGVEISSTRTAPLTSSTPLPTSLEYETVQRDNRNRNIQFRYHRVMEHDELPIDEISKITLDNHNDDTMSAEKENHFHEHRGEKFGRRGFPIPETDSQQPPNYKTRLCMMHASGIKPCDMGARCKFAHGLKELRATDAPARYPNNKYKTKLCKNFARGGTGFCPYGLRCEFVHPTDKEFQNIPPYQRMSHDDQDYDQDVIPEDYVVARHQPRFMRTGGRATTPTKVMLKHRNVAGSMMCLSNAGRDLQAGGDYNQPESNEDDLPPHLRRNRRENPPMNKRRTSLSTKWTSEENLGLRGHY
EBNA-1 inhibitor = EBNA-1 DNA-binding inhibitors, primary screen, biochemical, fluorescence polarization; AID 1950, 2009; inhibition, % at 14.8 µM; hit rate 0.34% among 300,000; in the data active = inhibition above about 28%
An asterisk follows results filed as active.

For CCN(CC(=O)Nc1cc(C)on1)CC(=O)Nc1ccccc1C(F)(F)F the results were ZTA DNA inh -1, CR mimetic SO 125, BCLXL inh 5, Efflux pump mplx 0.1, GLD-1 RNA inh 2 and MCL1-BIM inh 9.
Cc1cccc(N2CCN(S(=O)(=O)c3ccc4c(c3)NC(=O)CO4)CC2)c1C was read as ZTA DNA inh 12, CR mimetic SO 129, BCLXL inh 0, Efflux pump mplx -0.1, Fam108B counter -1, GLD-1 RNA inh 5, MCL1-BIM inh -1, MEX-5 binding 1.9 and EBNA-1 inhibitor 7.
Screening O=C(CN1C(=O)C(c2ccccc2)Oc2cccnc21)NCc1ccccc1F (stereo not given) returned ZTA DNA inh 14, CR mimetic SO 108, BCLXL inh 3, Efflux pump mplx 0.0, Fam108B counter -2, GLD-1 RNA inh -3, MCL1-BIM inh 6, MEX-5 binding -0.5 and EBNA-1 inhibitor -2.
CCNC(=O)c1ccc(C2SCC(=O)N2Cc2ccco2)cc1 (stereo not given) was read as ZTA DNA inh -26, CR mimetic SO 90, BCLXL inh 7, Efflux pump mplx -0.2, Fam108B counter 2, GLD-1 RNA inh 1, MCL1-BIM inh 9, MEX-5 binding -2.4 and EBNA-1 inhibitor 6.
For O=C(CSc1nc2ccccc2c(=O)n1-c1ccccc1)c1c[nH]c2ccccc12 the results were ZTA DNA inh -2, CR mimetic SO 94, BCLXL inh 6, Efflux pump mplx 0.1, Fam108B counter -10, GLD-1 RNA inh -1, MCL1-BIM inh -3, MEX-5 binding -0.9 and EBNA-1 inhibitor 37*.
Cc1[nH]c2ccc(C(=O)O)cc2c1C was read as ZTA DNA inh -5, CR mimetic SO 86, BCLXL inh 2, Efflux pump mplx -0.1, Fam108B counter 1, GLD-1 RNA inh 0, MCL1-BIM inh -1, MEX-5 binding -1.9 and EBNA-1 inhibitor 13.
Screening COc1ccc(Cc2nn[nH]n2)cc1 returned ZTA DNA inh -4, CR mimetic SO 103, BCLXL inh 5, Efflux pump mplx 0.1, Fam108B counter 3, GLD-1 RNA inh 1, MCL1-BIM inh -7, MEX-5 binding 0.8 and EBNA-1 inhibitor -28.
`C#CCOCCOCCOCCNc1nc(N2CCN(C(=O)[C@H]([C@@H](C)CC)n3cc(CCCCN)nn3)CC2)nc(N2CCN(C(=O)[C@H](CCCCN)n3cc(CC(C)O)nn3)CC2)n1` (stereo not given in full) gave ZTA DNA inh -15, CR mimetic SO 103, BCLXL inh -5, Efflux pump mplx 0.5, Fam108B counter -1, GLD-1 RNA inh -5, MCL1-BIM inh -8 and EBNA-1 inhibitor 1.
For Cc1c(NC(=O)c2ccc(CC(C)C)o2)c(=O)n(-c2ccccc2)n1C the results were ZTA DNA inh 1, CR mimetic SO 109, BCLXL inh 0, Efflux pump mplx 0.4, Fam108B counter 2, GLD-1 RNA inh -2, MCL1-BIM inh 2, MEX-5 binding -6.0 and EBNA-1 inhibitor -5.
`CC1(C)CC(NCCC(c2ccccc2)c2ccco2)CCO1` (stereo not given) gave ZTA DNA inh -5, CR mimetic SO 97, BCLXL inh 1, Efflux pump mplx -0.1, Fam108B counter 3, GLD-1 RNA inh -3, MCL1-BIM inh 3, MEX-5 binding 4.0 and EBNA-1 inhibitor -6.
Screening COc1ccc(C(=O)N2CCN=C2SCc2cccnc2)c(OC)c1 returned ZTA DNA inh -5, CR mimetic SO 111, BCLXL inh 4, Efflux pump mplx 0.2, Fam108B counter -1, GLD-1 RNA inh 1, MCL1-BIM inh 8, MEX-5 binding -5.1 and EBNA-1 inhibitor -1.
CCOC(=O)N1CCN(C(=O)c2cnc3n(c2=O)CCS3)CC1 was read as ZTA DNA inh -9, CR mimetic SO 102, BCLXL inh 1, Efflux pump mplx -0.1, Fam108B counter -1, GLD-1 RNA inh 6, MCL1-BIM inh -7, MEX-5 binding 0.4 and EBNA-1 inhibitor 2.
For Nc1nc(N2CCOCC2)nc2ccccc12 the results were ZTA DNA inh 10, CR mimetic SO 98, BCLXL inh -3, Efflux pump mplx 0.0, Fam108B counter -4, GLD-1 RNA inh -1, MCL1-BIM inh -8, MEX-5 binding 3.0 and EBNA-1 inhibitor -10.
For COc1ccccc1NC(=O)Cn1cc(C#N)c2ccccc21 the results were ZTA DNA inh 7, CR mimetic SO 81, BCLXL inh 2, Efflux pump mplx -0.1, Fam108B counter 4, GLD-1 RNA inh 7, MCL1-BIM inh 5, MEX-5 binding -2.2 and EBNA-1 inhibitor 6.
`CC(C)(C)OC(=O)N1CCOCCOCCN(C(=O)OC(C)(C)C)CCOCCOCC1` gave ZTA DNA inh -1, CR mimetic SO 98, BCLXL inh 4, Efflux pump mplx 0.2, Fam108B counter -5, GLD-1 RNA inh 3, MCL1-BIM inh 8, MEX-5 binding 1.4 and EBNA-1 inhibitor -9.
For C/C=C/c1ccc(OCC(=O)OCc2csc(CC(=O)Nc3ccccc3C)n2)c(OC)c1 the results were ZTA DNA inh 5, CR mimetic SO 87, BCLXL inh 3, Efflux pump mplx -0.4, Fam108B counter -3, GLD-1 RNA inh 0, MCL1-BIM inh -4, MEX-5 binding 2.5 and EBNA-1 inhibitor -11.
`Cc1ccc2c(CN3CCN(Cc4ccccc4)CC3)cc(=O)oc2c1` gave ZTA DNA inh -6, CR mimetic SO 101, BCLXL inh -2, Efflux pump mplx 0.1, Fam108B counter -3, GLD-1 RNA inh 3, MCL1-BIM inh -9, MEX-5 binding 2.5 and EBNA-1 inhibitor -5.
`CCOc1ccc(C(=O)Nc2ccc3c(c2)OCCO3)cc1OC` gave ZTA DNA inh 3, CR mimetic SO 113, BCLXL inh 4, Efflux pump mplx 0.5, Fam108B counter -8, GLD-1 RNA inh 5, MCL1-BIM inh 13, MEX-5 binding -0.9 and EBNA-1 inhibitor -10.
O=C(NCc1ccco1)c1ccccc1NS(=O)(=O)c1ccc2c(c1)OCCO2 was read as ZTA DNA inh -7, CR mimetic SO 104, BCLXL inh 5, Efflux pump mplx 0.1, Fam108B counter -2, GLD-1 RNA inh 3, MCL1-BIM inh 1, MEX-5 binding -1.9 and EBNA-1 inhibitor 2.
CCCCNC(=O)COC(=O)CNC(=O)c1cc(Cl)cc([N+](=O)[O-])c1 was read as ZTA DNA inh 1, CR mimetic SO 132, BCLXL inh 0, Efflux pump mplx 0.0, Fam108B counter -1, GLD-1 RNA inh 5, MCL1-BIM inh -2, MEX-5 binding -2.4 and EBNA-1 inhibitor -4.
O=C(Nc1c(F)cc(F)cc1Br)c1cc(S(=O)(=O)N2CCN(c3ccccn3)CC2)ccc1F was read as ZTA DNA inh 13, CR mimetic SO 99, BCLXL inh -3, Efflux pump mplx 0.1, Fam108B counter -1, GLD-1 RNA inh -3, MCL1-BIM inh -6, MEX-5 binding -0.4 and EBNA-1 inhibitor -1.
Cc1ccccc1N1CC(O)(c2cccs2)[N+]2=C1CCCC2 (stereo not given) was read as ZTA DNA inh -3, CR mimetic SO 97, BCLXL inh 0, Efflux pump mplx -0.1, Fam108B counter -3, GLD-1 RNA inh 4, MCL1-BIM inh -5 and EBNA-1 inhibitor 5.
Screening CC1CC(C)CN(S(=O)(=O)c2cccc(C(=O)N3CCN(c4ccc(F)cc4)CC3)c2)C1 (stereo not given) returned ZTA DNA inh -2, CR mimetic SO 86, BCLXL inh 3, Efflux pump mplx 0.1, GLD-1 RNA inh 4 and MCL1-BIM inh 1.
C/C(=C\C(=O)c1ccccc1)Nc1ccc(O)cc1 was read as ZTA DNA inh 7, CR mimetic SO 87, BCLXL inh 16, Efflux pump mplx -0.1, Fam108B counter 4, GLD-1 RNA inh 20, MCL1-BIM inh 18, MEX-5 binding -1.8 and EBNA-1 inhibitor 3.
Screening O=C(N/N=C/c1cccc([N+](=O)[O-])c1)C1COc2ccccc2O1 (stereo not given) returned ZTA DNA inh -1, CR mimetic SO 105, BCLXL inh 6, Efflux pump mplx 0.0, Fam108B counter -2, GLD-1 RNA inh -3, MCL1-BIM inh 4, MEX-5 binding 0.5 and EBNA-1 inhibitor -16.
`COC(=O)c1ccc(NC(=O)C2C3CCC(C3)C2C(=O)O)cc1` (stereo not given) gave ZTA DNA inh -6, CR mimetic SO 106, BCLXL inh 5, Efflux pump mplx 0.0, Fam108B counter 2, GLD-1 RNA inh 3, MCL1-BIM inh 1, MEX-5 binding -0.3 and EBNA-1 inhibitor -5.
O=C(CSc1nc2ccccc2c2c1CCCC2)N1CCOCC1 was read as ZTA DNA inh 6, CR mimetic SO 100, BCLXL inh 4, Efflux pump mplx 0.0, Fam108B counter -3, GLD-1 RNA inh -1, MCL1-BIM inh -2, MEX-5 binding 2.6 and EBNA-1 inhibitor 14.
For O=C(Nc1cccc2nsnc12)c1ccc(-c2cccc(Cl)c2)o1 the results were ZTA DNA inh -2, CR mimetic SO 103, BCLXL inh -4, Efflux pump mplx 0.1, Fam108B counter -1, GLD-1 RNA inh -12, MCL1-BIM inh -12 and EBNA-1 inhibitor -2.
`Cc1cccc(N=Nc2c(N)n[nH]c2-c2ccc(Cl)cc2)c1` gave ZTA DNA inh 18, CR mimetic SO 93, BCLXL inh 0, Efflux pump mplx 0.0, Fam108B counter 4, GLD-1 RNA inh 6, MCL1-BIM inh 0, MEX-5 binding 1.8 and EBNA-1 inhibitor 9.
`COc1ccc(NC(=O)CCC2CCCC2)cc1OC` gave ZTA DNA inh -3, CR mimetic SO 109, BCLXL inh 3, Efflux pump mplx 0.0, Fam108B counter -2, GLD-1 RNA inh 1, MCL1-BIM inh 3, MEX-5 binding -2.5 and EBNA-1 inhibitor -7.
Screening Cc1nn(-c2ccccc2)c2sc(-c3nnc(SCC(=O)O)o3)cc12 returned ZTA DNA inh 4, CR mimetic SO 118, BCLXL inh -9, Efflux pump mplx 0.2, Fam108B counter 9, GLD-1 RNA inh 3, MCL1-BIM inh -18, MEX-5 binding 1.5 and EBNA-1 inhibitor 5.
Screening COc1ccccc1OCC(=O)N1CCCC(Nc2ccc(F)c(F)c2)C1 (stereo not given) returned ZTA DNA inh 3, CR mimetic SO 104, BCLXL inh 6, Efflux pump mplx -0.1, Fam108B counter 2, GLD-1 RNA inh 6, MCL1-BIM inh 7, MEX-5 binding 0.5 and EBNA-1 inhibitor 2.
`C=CCNC(=S)NNC(=O)c1cccnc1` gave ZTA DNA inh 8, CR mimetic SO 98, BCLXL inh 7, Efflux pump mplx 0.2, Fam108B counter -1, GLD-1 RNA inh 11, MCL1-BIM inh 7, MEX-5 binding -4.7 and EBNA-1 inhibitor -13.
Cc1cc(C)c(N2C(=O)C3C4CC(=O)C(c5ccccc54)C3C2=O)c(C)c1 (stereo not given) was read as ZTA DNA inh 4, CR mimetic SO 96, BCLXL inh 5, Efflux pump mplx 0.1, Fam108B counter 0, GLD-1 RNA inh 2, MCL1-BIM inh 3, MEX-5 binding -6.9 and EBNA-1 inhibitor 2.
For Cc1onc(C(=O)Nc2sc3c(c2C#N)CCCC3)c1[N+](=O)[O-] the results were ZTA DNA inh -20, CR mimetic SO 113, BCLXL inh 2, Efflux pump mplx -0.2, Fam108B counter 0, GLD-1 RNA inh -1, MCL1-BIM inh 9, MEX-5 binding 1.9 and EBNA-1 inhibitor 5.
